Screens as filed in PubChem BioAssay.
LANA DNA inh = inhibitors of KSHV LANA C-terminal domain DNA binding; inhibition, % at 9 µM; actives 0.078% (n = 340,000); MBP-C-LANA/FAM-LBS DNA binding, fluorescence polarization; AID 504423;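 active = highest replicate inhibition at or above 60% at 9 µM, even if other replicates fall short; inactive = all replicates below 60% inhibition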;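 also: 0% = neutral control wells and 100% = 4 µM acridine orange control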
NSD2 inh = inhibitors of human histone methyltransferase NSD2; NSD2 peptide methylation, AlphaScreen, 120 min; inhibition, % at 12.5 µM; actives 0.54% (n = 310,000); AID 743445; in the data active = inhibition above about 50%
RTF Ca sens act = cardiac RTF calcium sensitization. P19429+P45379. AID 493008. activation, % at 7.2 µM. actives 0.24% (n = 340,000). IANBD-labeled TnC RTF fluorescence at EC20 calcium; 0% EC20 calcium, 100% full calcium;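 active = activation above the mean over all tested compounds plus 3 SD, cut at about 30% in these data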;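 also: rise in fluorescence read as greater calcium sensitivity of cardiac thin filaments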
PfHsp90 set2 = growth inhibition of yeast expressing Plasmodium Hsp90; S. cerevisiae expressing PfHsp90, BacTiter-Glo ATP, 48 h; yeast lacking PDR1 and PDR3 efflux regulators; inhibition, % at 9.4 µM; actives 0.32% (n = 310,000);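 active = every replicate shows inhibition above about 80%, whatever the replicate mean, limit read from the data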;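 also: 0% = DMSO neutral controls and 100% = 20 µM radicicol positive controls; yeast relying on Plasmodium falciparum Hsp90 in place of its own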
Rtt109 Vps75 = inhibitors of Candida albicans Rtt109/Vps75 histone acetyltransferase; Q5AAJ8; actives 0.16% (n = 330,000); AID 540336; purified Rtt109/Vps75, ThioGlo CoA-SH fluorescence, 4 h; inhibition, % at 34.9 µM;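 active = inhibition of at least 50% in every replicate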
Keap1 Nrf2 FP = Keap1-Nrf2 (human) interaction inhibition; Q14145; actives 0.15% (n = 340,000); Keap1 Kelch-Nrf2 peptide fluorescence polarization, 1536-well; inhibition, % at 9.4 µM; in the data active = inhibition above about 12%;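 also: human Keap1 Kelch domain with fluorescein labeled Nrf2 9mer peptide probe; 0% = neutral control wells and 100% = peptide positive control; higher means more block of Keap1 binding to Nrf2 peptide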
SUMO Mot1 rescue = blocks SUMOylation pathway, rescuing yeast Mot1-301 growth. S. cerevisiae Mot1-301 growth rescue, ATP luminescence, 38.5C; percent above DMSO median, 100 means doubled. growth rescue, % at 18.8 µM. actives 1% (n = 320,000). AID 2716;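 active = every valid replicate shows activation above 250% relative to neutral control wells; inactive = the rest, any valid replicate at or below 250%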;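 also: OY570 slx delta 5 strain wells were the positive control but not used for scaling; some compounds called inactive have numbers as strong as hits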
dFosB activator = activators of mouse delta FosB homodimer. activation, % at 25 µM. actives 0.99% (n = 340,000). P13346. AID 493131. purified delta FosB, TAMRA-CDK5 oligo fluorescence polarization; percent of positive-control signal above neutral wells;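 active = mean activation above about 17%, with every replicate also reaching it, limit read from the data, passing the limit was not always enough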;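 also: fluorescence polarization rise as delta FosB binds a TAMRA Cdk5 AP-1 oligo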
Target sequence (P13346 whole entry, looked up): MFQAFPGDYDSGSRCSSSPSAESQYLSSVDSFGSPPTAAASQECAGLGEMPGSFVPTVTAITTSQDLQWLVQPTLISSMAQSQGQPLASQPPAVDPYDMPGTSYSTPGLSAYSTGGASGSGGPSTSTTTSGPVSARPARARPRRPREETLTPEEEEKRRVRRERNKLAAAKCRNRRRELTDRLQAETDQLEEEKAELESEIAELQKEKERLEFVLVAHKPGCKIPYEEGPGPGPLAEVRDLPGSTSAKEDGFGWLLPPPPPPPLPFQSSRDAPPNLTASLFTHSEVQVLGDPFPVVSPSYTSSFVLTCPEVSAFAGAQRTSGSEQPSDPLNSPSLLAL
Cardiac RTF inh = cardiac RTF calcium desensitization | IANBD-labeled cardiac RTF, Ca2+ fluorescence | inhibition, % at 7.15 µM | P19429+P45379 | actives 0.12% (n = 340,000);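 active = inhibition above the mean inhibition of all tested compounds plus 3 SD, cut at about 17% in these data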;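 also: assay run at fixed EC70 calcium of 1.6 mM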
CDK5 p35 inh = inhibitors of human CDK5/p35 kinase. Recombinant CDK5/p35, ADP-Glo luminescence, 60 min. inhibition, % at 10 µM. AID 488839. actives 0.01% (n = 330,000);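 active = highest replicate inhibition of at least 50% and at least 75% of replicates reaching 50%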;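 also: plate controls were DMSO neutral control for no effect and GW8510 at 10 µM for full effect; many of its hits are not listed in these tables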
Target sequence (Q00535 whole entry, looked up): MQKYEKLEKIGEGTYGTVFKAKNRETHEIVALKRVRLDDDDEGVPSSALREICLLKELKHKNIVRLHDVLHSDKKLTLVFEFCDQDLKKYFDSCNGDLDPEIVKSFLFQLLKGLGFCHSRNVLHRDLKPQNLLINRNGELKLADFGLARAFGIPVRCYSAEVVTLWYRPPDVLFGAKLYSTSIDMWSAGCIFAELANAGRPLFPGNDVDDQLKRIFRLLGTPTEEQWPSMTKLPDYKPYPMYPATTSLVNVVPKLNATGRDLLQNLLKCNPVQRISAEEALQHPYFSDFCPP
Target sequence (Q15078 whole entry, looked up): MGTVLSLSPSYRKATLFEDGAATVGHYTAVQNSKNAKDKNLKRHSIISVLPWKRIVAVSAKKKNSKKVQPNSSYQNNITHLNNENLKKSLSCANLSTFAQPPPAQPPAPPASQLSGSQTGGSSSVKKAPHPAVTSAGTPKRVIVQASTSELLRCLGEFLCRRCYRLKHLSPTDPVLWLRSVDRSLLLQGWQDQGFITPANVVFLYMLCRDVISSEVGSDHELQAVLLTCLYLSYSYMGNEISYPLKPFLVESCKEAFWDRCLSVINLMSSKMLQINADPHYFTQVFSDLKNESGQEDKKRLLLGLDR
PvdQ inh = blocks Pseudomonas aeruginosa PvdQ acylase activity; AID 488965; purified PvdQ acylase, fluorescence plate reader; actives 0.063% (n = 340,000); inhibition, % at 10 µM; in the data active = inhibition above about 30%, passing the limit was not always enough;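 also: 0% = vehicle neutral wells and 100% = reference inhibitor wells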
The depositor's hits bear a star; · = no result given.

SMILES	LANA DNA inh	NSD2 inh	RTF Ca sens act	PfHsp90 set2	Rtt109 Vps75	Keap1 Nrf2 FP	SUMO Mot1 rescue	dFosB activator	Cardiac RTF inh	CDK5 p35 inh	PvdQ inh
N/C(=N\OCC(=O)Nc1ccc(F)c(Cl)c1)c1ccccc1	-2.3	-1.0	-6.6	-22.2	11.6	-1.5	-13.1	-4.8	-3.8	1.0	13.0
O=[N+]([O-])c1cccc(CSc2cccc[n+]2[O-])c1	1.6	-0.3	-2.5	9.1	13.0	-3.7	-8.4	9.9	7.0	-1.9	-1.9
CCOc1cc(/C=C(\C#N)C(=O)Nc2cccc(C(=O)O)c2)ccc1OCc1ccc(Br)cc1	46.9	-0.9	-8.3	2.4	-5.9	6.1	-3.4	-1.5	3.4	1.1	-0.4
CC(=O)Nc1ccc(S(=O)(=O)Nc2nc3nc(-c4ccccc4)cc(-c4ccccc4)n3n2)cc1	-2.9	-9.1	-5.9	-8.7	0.9	-4.1	-10.3	-1.7	0.8	-1.1	-10.1
CCC(=O)Nc1cccc(NC(=O)CSc2nnnn2C2CCCC2)c1	0.6	-0.8	4.4	14.8	6.8	0.5	29.4	-8.9	-7.6	-0.4	-0.5
COc1ccc(Cl)cc1NS(=O)(=O)c1cc(Br)cnc1N	1.8	2.3	2.3	9.5	-18.2	-3.5	46.5	0.3	-6.2	-1.6	0.0
Cc1ccccc1-c1nc(CS(=O)(=O)CC(=O)N2CCN(C)CC2)c(C)o1	-1.9	0.7	-4.3	-12.7	-4.4	2.5	4.4	1.8	1.8	0.5	2.2
O=C1CN(C(=O)CC2C(=O)NCCN2Cc2ccccc2C(F)(F)F)CCN1 (centres undefined)	0.9	-2.5	-7.1	6.7	-9.9	6.4	-16.1	-3.9	0.9	0.5	-8.8
Cc1[nH]c(=O)[nH]c(=O)c1S(=O)(=O)N1CCCC(C(=O)N2CCN(c3cccc(C(F)(F)F)c3)CC2)C1 (centres undefined)	-0.5	-0.2	-0.4	-14.8	4.5	1.9	8.8	-1.7	-2.9	0.9	-8.8
C/C(=N\NC(=O)COc1ccc(C#N)cc1)c1ccc(N2CCOCC2)cc1	0.3	-4.3	-1.8	-1.1	2.0	1.5	-6.4	-2.1	-6.3	1.4	-4.2
COc1ccc(-c2cc(=O)oc3c(C)c(O)ccc23)cc1	-0.4	-0.5	-5.8	-29.1	5.8	-5.9	-7.5	7.9	-1.8	0.2	-10.9
O=C(NCc1ccccc1Cl)c1cnccc1C(F)(F)F	0.8	-2.1	5.0	5.5	-2.9	5.0	-0.7	2.6	-7.8	-1.7	8.3
CCOC(=O)c1c(C)oc2ccc(OS(C)(=O)=O)cc12	1.4	-1.6	-1.0	2.8	2.3	2.0	-5.6	-9.8	-0.2	0.7	-8.5
CCSc1nnc(N2C(=O)CC(c3ccsc3)C3=C2CC(C)(C)CC3=O)s1 (centres undefined)	0.5	·	3.0	-10.7	7.0	-1.2	66.6	-5.9	-17.4	1.3	-4.4
CC(=O)N(CCc1ccccc1)Cc1cc2cc(C)ccc2[nH]c1=O	-1.4	-0.3	1.1	1.1	3.0	-4.5	6.4	-4.9	-4.5	2.7	-15.0
CC(C)=C1C(=O)NN(c2ccc(C)c(Cl)c2)C1=O	1.2	1.8	-2.9	-5.2	3.6	-5.3	2.2	-7.2	10.0	-5.2	6.5
NC(=O)c1ccc(NC(=O)CN2C(=O)NC(c3ccccc3)(c3ccccc3)C2=O)cc1	2.2	1.1	-4.4	-7.5	-3.4	-6.1	6.1	-6.2	-1.5	0.6	3.2
CCc1ccccc1NC(=O)C1CCCN(S(=O)(=O)c2ccc3c(c2)CC(C)N3C(C)=O)C1 (centres undefined)	-0.5	·	-3.3	-2.7	-14.4	0.1	19.9	-1.0	-7.0	-0.2	5.0
Cc1nn(C)c(C)c1NC(=O)CC12CC3CC(CC(C3)C1)C2	-0.1	1.6	-3.4	-3.6	-8.6	-1.0	-6.2	0.1	1.4	1.1	-16.9
CC(OC(=O)/C(C#N)=C/c1ccc(N(C)C)cc1)C(=O)N(C)c1ccccc1 (centres undefined)	24.6	-7.0	30.4*	-0.7	2.4	0.5	1.1	5.5	-31.5	0.7	-6.3
COc1cccc(C(=O)N2CCN(C3CCN(Cc4ccccc4)CC3)CC2)c1OC	-0.6	-1.7	-2.2	5.7	-2.1	5.2	139.8	-5.1	-13.7	1.2	-1.7
OCCNCc1ccc(OCc2ccc(Cl)cc2Cl)cc1	1.3	4.7	1.9	-0.8	19.0	0.1	79.9	1.5	-10.8	2.3	-16.4
CCOC(=O)/C(=C/c1c2ccccc2cc2ccccc12)NC(=O)c1ccccc1	0.6	-3.2	0.2	7.6	-3.4	1.7	69.0	5.0	-1.1	0.4	-11.4
Fc1ccc(-c2nnc(N3CCOCC3)c3ccccc23)cc1F	-2.7	34.9	-6.3	0.8	-7.3	3.5	48.6	-10.4	-9.6	0.7	-0.6
CCOc1ccc(C(=O)c2ccncc2)cc1	-0.5	-2.6	-2.7	6.0	-2.9	-5.8	1.6	-1.7	-5.2	-0.6	3.0
COc1ccc2nc3oc(C(=O)Nc4ccc(OC)c(OC)c4)cc3cc2c1	1.8	-1.8	-1.4	7.0	-11.7	-3.6	-9.6	1.0	3.0	-0.6	-13.2
Cc1cc(C(=O)CSc2nc(N)cc(=O)[nH]2)c(C)n1CC1CCCO1 (centres undefined)	2.4	7.7	-0.9	5.4	3.5	0.7	13.4	-10.2	0.4	-0.3	-1.2
NS(=O)(=O)c1ccc(CNC(=O)CSc2ccccc2)cc1	-0.6	-1.4	1.7	-8.2	5.4	1.7	-7.5	-1.8	-5.6	1.1	7.4
CCN(CCCNC(=O)c1cc2c(-c3cccc(OC)c3)nn(C)c2s1)Cc1ccccc1	0.1	15.9	3.2	10.8	7.0	0.7	-4.3	-32.0	-3.8	-1.5	-4.6
CSCc1cc(N(C)C)nc(SCc2ccc(Cl)c(Cl)c2)n1	-2.0	2.5	6.2	-29.9	-3.6	-0.2	13.2	-5.7	-3.1	4.3	-11.5

Fetched by compound from the entries so far (four):
SMILES	LANA DNA inh	NSD2 inh	RTF Ca sens act	PfHsp90 set2	Rtt109 Vps75	Keap1 Nrf2 FP	SUMO Mot1 rescue	dFosB activator	Cardiac RTF inh	CDK5 p35 inh	PvdQ inh
CCC(=O)Nc1cccc(NC(=O)CSc2nnnn2C2CCCC2)c1	0.6	-0.8	4.4	14.8	6.8	0.5	29.4	-8.9	-7.6	-0.4	-0.5
CCN(CCCNC(=O)c1cc2c(-c3cccc(OC)c3)nn(C)c2s1)Cc1ccccc1	0.1	15.9	3.2	10.8	7.0	0.7	-4.3	-32.0	-3.8	-1.5	-4.6
CCOc1cc(/C=C(\C#N)C(=O)Nc2cccc(C(=O)O)c2)ccc1OCc1ccc(Br)cc1	46.9	-0.9	-8.3	2.4	-5.9	6.1	-3.4	-1.5	3.4	1.1	-0.4
C/C(=N\NC(=O)COc1ccc(C#N)cc1)c1ccc(N2CCOCC2)cc1	0.3	-4.3	-1.8	-1.1	2.0	1.5	-6.4	-2.1	-6.3	1.4	-4.2

(more compounds)
SMILES	LANA DNA inh	NSD2 inh	RTF Ca sens act	PfHsp90 set2	Rtt109 Vps75	Keap1 Nrf2 FP	SUMO Mot1 rescue	dFosB activator	Cardiac RTF inh	CDK5 p35 inh	PvdQ inh
O=C(NC(=S)N1CCN(c2ccc([N+](=O)[O-])cc2)CC1)c1ccc(F)cc1	-0.3	3.4	2.1	-13.2	10.6	-1.7	-3.8	-4.6	-3.5	0.0	5.0
CCOC(=O)C1(CC2CCCCO2)CCN(C(=O)Nc2ccc(SC)cc2)CC1 (centres undefined)	-0.6	2.6	0.5	12.7	0.4	2.0	-9.6	-7.4	-2.0	-0.2	-9.3
CCCCN(CCCC)C(=O)c1nsnc1-c1ccccc1O	1.0	-5.1	3.1	·	10.3	0.3	-16.4	-5.3	-2.9	0.6	-8.0
COc1cc2c3nnc(-c4ccc(F)cc4)c-3cn(Cc3cccc(F)c3)c2cc1OC	17.3	0.4	48.5*	-10.0	-12.8	0.9	-15.6	38.2*	-62.7	0.1	8.2
CCOC(=O)CN1C2=NCCN2c2ccccc21	-0.3	0.4	2.5	-22.8	-20.1	-3.3	3.0	3.3	0.9	0.3	-12.0
COc1ccc(CCNC(=O)c2cc3c(=O)n4cccc(C)c4nc3n(CCCN3CCOCC3)c2=N)cc1	-4.0	3.7	-6.3	-0.2	-8.4	3.8	13.0	5.3	-3.4	·	-3.2
CCCCN(C(=O)c1ccc(NC2CC2)c([N+](=O)[O-])c1)c1c(N)n(CC(C)C)c(=O)[nH]c1=O	0.9	21.3	-2.5	-28.0	-1.5	-3.5	-2.9	-9.9	-6.0	1.0	8.6
O=C(NCc1ccccc1)C1CCCN1S(=O)(=O)c1cccc2cccnc12 (centres undefined)	2.1	·	0.3	-4.9	-1.2	-3.3	-15.0	-3.2	-15.2	-1.5	-7.6
O=C(c1ccc(S(=O)(=O)N2CCCC2)cc1)N1CCCC(C(F)(F)F)C1 (centres undefined)	0.9	25.2	-5.9	17.6	-4.4	1.6	106.9	-4.0	-9.7	0.3	-2.0
COc1ccc(C=O)cc1CN1C(=O)c2ccccc2C1=O	-0.8	-5.5	-2.4	9.4	7.0	0.2	-1.5	-4.5	-3.0	-0.6	-1.7
CCN1CCC(CN2CCNC2=S)CC1	1.0	·	0.4	-9.0	5.1	0.9	·	3.4	-5.2	-0.4	-12.8
COc1cccc(/C=C2/CCC(CN(C)C)C2=O)c1 (centres undefined)	-0.6	10.1	1.0	146.1*	-2.2	-7.5	·	-15.7	-7.5	10.2	-18.1
CC(=O)Nc1cc(N=Cc2ccc(O)cc2O)c(Cl)cc1Cl	0.7	·	4.2	-17.3	-7.8	1.0	-6.5	1.1	-1.9	1.8	12.0
Cc1cc(S(=O)(=O)N2CCN(Cc3ccccc3)CC2)c(C)s1	-0.6	·	-3.0	22.9	0.1	1.7	7.7	-0.9	-6.5	-0.1	-18.9

In the list so far, these have an NH in an aromatic ring.
SMILES	LANA DNA inh	NSD2 inh	RTF Ca sens act	PfHsp90 set2	Rtt109 Vps75	Keap1 Nrf2 FP	SUMO Mot1 rescue	dFosB activator	Cardiac RTF inh	CDK5 p35 inh	PvdQ inh
Cc1[nH]c(=O)[nH]c(=O)c1S(=O)(=O)N1CCCC(C(=O)N2CCN(c3cccc(C(F)(F)F)c3)CC2)C1 (centres undefined)	-0.5	-0.2	-0.4	-14.8	4.5	1.9	8.8	-1.7	-2.9	0.9	-8.8
CC(=O)N(CCc1ccccc1)Cc1cc2cc(C)ccc2[nH]c1=O	-1.4	-0.3	1.1	1.1	3.0	-4.5	6.4	-4.9	-4.5	2.7	-15.0
Cc1cc(C(=O)CSc2nc(N)cc(=O)[nH]2)c(C)n1CC1CCCO1 (centres undefined)	2.4	7.7	-0.9	5.4	3.5	0.7	13.4	-10.2	0.4	-0.3	-1.2
CCCCN(C(=O)c1ccc(NC2CC2)c([N+](=O)[O-])c1)c1c(N)n(CC(C)C)c(=O)[nH]c1=O	0.9	21.3	-2.5	-28.0	-1.5	-3.5	-2.9	-9.9	-6.0	1.0	8.6

Random draw from the library; any-hit rate near 3.2%.
